Compound activity deposited in PubChem by National Center for Advancing Translational Sciences (NCATS).
RGS4 inh: Inhibitors of Regulator of G Protein Signaling (RGS) 4: qHTS | Regulator of G-protein signaling 4 (Homo sapiens), P49798 | AID 504845, 2011 | Potency, µM (series often up to 114 µM), without a hit: at the highest dose activity change, negative = inhibition, most hits filed as inhibitors | 390,000 tested, 0.039% active | Transcreener GDP fluorescence polarization, RGS4-accelerated GTP hydrolysis; also: % is scaled to controls: 0 for no effect and ±100 for the full control effect; nearly all actives have a fitted effect of over 75% in size; some results filed as inactive show a strong effect at the top dose
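MLSMR compounds (23 nl, pin-transferred) preincubated 10 min at room temperature with a 500nM (2x) first reagent, then RGS4 at 900nM (2x) plus Transcreener GDP mix added; fluorescence polarization (620/688 nm) read before and after 90 min at 30 °C.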
12-LOX inh: Primary qHTS assay for inhibitors of human arachidonate 12S-lipoxygenase (ALOX12): Round 2 | Potency, µM (highest dose often 108 µM), without a hit: at the highest dose activity change, negative = inhibition, most hits filed as inhibitors | purified 12hLO, xylenol orange hydroperoxide absorbance | Polyunsaturated fatty acid lipoxygenase ALOX12 (Homo sapiens), P18054 | 580,000 tested, 1.1% active | AID 1671190, 2021; also: % is scaled to controls: 0 for no effect and ±100 for the full control effect
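Purified human 12hLO (150 nM final) in 25 mM Hepes, 0.01% Triton X-100, pH 7.0 was preincubated 15 min at room temperature with compound. Then 40 uM arachidonic acid was added, 30 min. Hydroperoxide was read by Fe-XO absorbance ratio 573/405 nm.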
RXFP1 ag: qHTS Assay for Agonists of the Relaxin Receptor RXFP1. 370,000 tested, 0.3% active. Relaxin receptor 1 (Homo sapiens), Q9HBX9. AID 2676, 2010. HEK293T-RXFP1 cAMP TR-FRET, 30 min; response scale: percent of porcine relaxin response, buffer zero. Potency, µM (highest dose often 57.5 µM), inactives show at the top dose activation, usual class: activators; also: % is scaled to controls: 0 for no effect and ±100 for the full control effect; nearly all actives have a fitted effect of over 60% in size; many of its hits are not listed in these tables
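cAMP rise read by TR-FRET after 30 min, 37C compound exposure (up to 58 uM) in RXFP1-transfected HEK293 cells with Ro 20174 present. EC50 from Hill-equation fits, with 29 nM porcine relaxin as 100% and buffer as basal.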
TrxR1 substrate: qHTS Assay for Substrates of Mammalian Selenoprotein Thioredoxin Reductase 1 (TrxR1): qHTS. Thioredoxin reductase 1, cytoplasmic (Rattus norvegicus), O89049. 390,000 tested, 0.01% active. purified TrxR1 substrate turnover, NADPH consumption readout. Potency, µM (highest dose often 114 µM), for the others: top-dose activity change, negative = substrate turnover; also: % is scaled to controls: 0 for no effect and ±100 for the full control effect; nearly all actives have a fitted effect of over 50% in size
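Rat TrxR1, dispensed at 90 nM, was prereduced with 400 uM NADPH (final) for 5 min at ~22 deg C, then incubated with compound 15 min before 400 uM selenite. A first-read NADPH fluorescence drop versus no-compound background flagged substrates.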
Vif-A3G inh: qHTS for Inhibitors of Vif-A3G Interactions: qHTS; DNA dC->dU-editing enzyme APOBEC-3G (Homo sapiens), Q9HC16; HeLa A3G-eYFP + Vif (tagged APOBEC3G with the HIV-1 protein that degrades it), YFP fluorescence, overnight; Potency, µM (highest dose often 46.1 µM), for the others: at the top dose activity, negative = active, actives largely listed as inhibitors; 410,000 tested, 0.076% active; AID 602310, 2012;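 also: % is scaled to controls: 0 for no effect and ±100 for the full control effect; nearly all actives have a fitted effect of over 60% in size; hits raise eYFP signal because A3G escapes Vif-driven loss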
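HeLa cells stably expressing Vif and C-terminally eYFP-tagged A3G, seeded overnight at 37 deg C, then exposed to compound by pintool overnight at 37 deg C. Rise in yellow fluorescence (Ex 488/Em 500-530, Acumen) marks blocked Vif-driven A3G degradation.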
Vif-A3F inh: qHTS for Inhibitors of Vif-A3F Interactions: qHTS; HeLa A3F-eYFP + Vif (tagged APOBEC3F with the HIV-1 protein that degrades it), YFP fluorescence increase; Potency, µM (titrated, usually from 46.1 µM), without a hit: top-dose activity, negative = active; 390,000 tested, 0.2% active; also: % of control where 0% means no effect; nearly all actives have a fitted effect of over 65% in size
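Fluorescence increase (Ex 488/Em 500-530) after overnight compound treatment at 37 deg C flags inhibition of Vif-driven A3F-eYFP loss in stable HeLa A3F-eYFP/Vif cells seeded overnight beforehand.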
USP1 inh: Inhibitors of USP1/UAF1: Primary Screen | Potency, µM (series often up to 57.1 µM), without a hit: at the top dose activity change, negative = inhibition, actives largely listed as inhibitors | 390,000 tested, 0.23% active | recombinant USP1/UAF1, Ub-Rhodamine cleavage fluorescence; also: % is scaled to controls: 0 for no effect and ±100 for the full control effect; nearly all actives have a fitted effect of over 60% in size; inactives centre near -12
Target sequence (O94782 whole entry, looked up): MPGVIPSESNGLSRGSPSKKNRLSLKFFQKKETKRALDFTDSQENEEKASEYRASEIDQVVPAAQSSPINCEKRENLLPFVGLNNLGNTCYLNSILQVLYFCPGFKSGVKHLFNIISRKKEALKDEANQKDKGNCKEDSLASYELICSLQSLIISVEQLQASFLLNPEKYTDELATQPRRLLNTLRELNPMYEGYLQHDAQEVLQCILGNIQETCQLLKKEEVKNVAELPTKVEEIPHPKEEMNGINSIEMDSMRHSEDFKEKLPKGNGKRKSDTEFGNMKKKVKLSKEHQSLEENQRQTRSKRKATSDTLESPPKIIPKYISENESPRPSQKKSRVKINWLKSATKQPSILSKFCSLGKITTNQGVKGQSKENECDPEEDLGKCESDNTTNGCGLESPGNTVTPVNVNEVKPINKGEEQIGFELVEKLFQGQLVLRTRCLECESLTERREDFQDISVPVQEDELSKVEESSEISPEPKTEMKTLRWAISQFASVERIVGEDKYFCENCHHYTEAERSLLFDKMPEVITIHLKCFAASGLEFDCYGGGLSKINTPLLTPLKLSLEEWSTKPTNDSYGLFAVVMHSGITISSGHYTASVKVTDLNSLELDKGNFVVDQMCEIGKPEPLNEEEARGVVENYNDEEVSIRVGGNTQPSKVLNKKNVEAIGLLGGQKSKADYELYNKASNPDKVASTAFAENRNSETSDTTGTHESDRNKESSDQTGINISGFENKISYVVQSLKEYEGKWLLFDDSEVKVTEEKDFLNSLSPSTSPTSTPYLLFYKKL
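In this screen, compounds sit with the deubiquitinase complex (1nM) for 15 min at room temperature before Ub-Rho is added at 150nM final. Fluorescence rise is then followed for 6 reads every 60 seconds.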
mIDH1 inhibitor: qHTS for Inhibitors of mutant isocitrate dehydrogenase 1 (IDH1): qHTS. Isocitrate dehydrogenase [NADP] cytoplasmic (Homo sapiens), O75874. IDH1-R132H enzyme, NADPH consumption, diaphorase/resazurin fluorescence. Potency, µM (top dose mostly 76.6 µM), for the others: at the top dose activity change, negative = inhibition, hits mostly inhibitors. 390,000 tested, 0.093% active. AID 602179, 2012; also: % is scaled to controls: 0 for no effect and ±100 for the full control effect; nearly all actives have a fitted effect of over 65% in size
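IDH1-R132H (0.5 ug/mL) preincubated 30 min with compound, then NADPH (0.016 mM) and alpha-KG (2 mM) added; 80 min at RT, pH 7.5. Remaining NADPH coupled via diaphorase/resazurin to fluorescence (540/590 nm); concentration-response curves normalized to no-enzyme control.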
rTrxR1 inhibitor: qHTS Assay for Inhibitors of Mammalian Selenoprotein Thioredoxin Reductase 1 (TrxR1): qHTS | AID 588453, 2011 | 390,000 tested, 1% active | Thioredoxin reductase 1, cytoplasmic (Rattus norvegicus), O89049 | recombinant rTrxR1, NADPH fluorescence consumption, selenite substrate | Potency, µM (titrated, usually from 114 µM), for the others: at the top dose activity change, negative = inhibition, usual class: inhibitors; also: % is scaled to controls: 0 for no effect and ±100 for the full control effect; nearly all actives have a fitted effect of over 65% in size
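Rat TrxR1 (90 nM in the dispensed reagent) was pre-reduced with 400 uM NADPH for 5 min at room temperature, then incubated with compound for 15 min. After 400 uM selenite was added, NADPH fluorescence (Ex 340/Em 450 nm) was followed for 8 min.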
An asterisk follows results filed as active; ? = inconclusive; [ ] = another dose, or the depositor's remark. Calls follow the shape of the dose curve; as a rule, active = well fitted curve in the direction sought with a large enough effect; inconclusive = small, poorly fitted or top-dose-only effect, or another doubt; inactive = no such curve, though single readings can be large; an effect the other way counts as inactive or inconclusive. Potency is read from the fitted curve at half-maximal effect.

Every second line gives: RGS4 inh	12-LOX inh	RXFP1 ag	TrxR1 substrate	Vif-A3G inh	Vif-A3F inh	USP1 inh	mIDH1 inhibitor	rTrxR1 inhibitor
1. Cc1cc(NC(=O)c2cc3n(n2)C(C(F)(F)F)CC(c2ccc(Cl)c(Cl)c2)N3)no1 (stereo not drawn)
  23%	?	-0.4%	-5%	0%	-7%	-15%	-1%	-8%
2. O=C1/C(=C/c2cccnc2)SC(=S)N1c1ccc(F)cc1
  -16%	-23%	0.1%	10%	-1%	-4%	-19%	4%	39%
3. Cc1ccc(OCCC(=O)OCC(=O)NC(=O)NCc2ccccc2)cc1
  4%	-1%	-0.3%	-8%	0%	-10%	-21%	7%	-5%
4. COC(=O)c1cc2sc(Cl)cc2n1Cc1nc(-c2ccccc2C)oc1C
  26%	-60%	-2.1%	5%	3%	-6%	-14%	-27%	18%
5. CCCS(=O)(=O)N1CCCC(C(=O)NCCc2cccc(C)c2)C1 (stereo not drawn)
  9%	-8%	3.4%	-2%	-1%	12%	-8%	3%	16%
6. CC(=O)Nc1cc(NC(=O)CCCC(=O)O)ccc1Cl
  -4%[11.4 µM]	6%	-0.3%	14%[57.1 µM]	3%	2%	-23%	0%	-6%
7. COCC(=O)Nc1sc2c(c1C(=O)OC)C(C(=O)OC)CC2 (stereo not drawn)
  6%	7%	0.4%	4%	0%	-9%	-5%	4%	1%
8. NC(=O)c1ccc(NC(=O)CCN=C2NS(=O)(=O)c3ccccc32)cc1
  -28%	-28%	1.1%	-3%	0%	-5%	-2%	-1%	-11%
9. CC(C)NC(=S)N/N=C/c1cccnc1
  -9%	?	4.1%	-8%	-6%	13%	-19%	-4%	-6%
10. Cc1cccc(COc2ccc(/C=N/NC(=O)c3nnn(-c4nonc4N)c3CN3CCCCC3)cc2)c1
  9%	-8%	-3.4%	0%	-1%	-4%	-24%	-3%	18%
11. Cc1ccc(NC(=O)OCCNC(=O)c2ccncc2)cc1
  -23%	9%	-0.5%	-13%[57.1 µM]	9%	3%	-5%	6%	24%[57.1 µM]
12. O=c1c2cc3c(cc2n(Cc2ccccc2)c(=O)n1Cc1nc(-c2ccccc2)no1)OCO3
  0%	2%	1.4%	2%	0%	0%	10%	-10%	7%
13. O=C(CN1C(=O)NC2(CCCCC2)C1=O)Nc1cccc(S(=O)(=O)N2CCCC2)c1
  -41%	1%	-0.2%	-10%	0%	0%	-18%	9%	-12%
14. CCOc1ccc(/C=C2/SC(=S)N(n3c(C)ccc3C)C2=O)cc1
  -44%	-15%	-0.8%	0%[57.1 µM]	-10%	-13%	-16%	-6%	-14%[57.1 µM]
15. Cc1ccc(Nc2nc(-c3cccs3)cs2)nc1
  -36%	-21%	-1.1%	3%	-1%	-4%	-23%	0%	20%

Ordered by count of non-hydrogen atoms (high to low): 5 of the compounds above.
Every second line gives: RGS4 inh	12-LOX inh	RXFP1 ag	TrxR1 substrate	Vif-A3G inh	Vif-A3F inh	USP1 inh	mIDH1 inhibitor	rTrxR1 inhibitor
12. O=c1c2cc3c(cc2n(Cc2ccccc2)c(=O)n1Cc1nc(-c2ccccc2)no1)OCO3
  0%	2%	1.4%	2%	0%	0%	10%	-10%	7%
4. COC(=O)c1cc2sc(Cl)cc2n1Cc1nc(-c2ccccc2C)oc1C
  26%	-60%	-2.1%	5%	3%	-6%	-14%	-27%	18%
11. Cc1ccc(NC(=O)OCCNC(=O)c2ccncc2)cc1
  -23%	9%	-0.5%	-13%[57.1 µM]	9%	3%	-5%	6%	24%[57.1 µM]
15. Cc1ccc(Nc2nc(-c3cccs3)cs2)nc1
  -36%	-21%	-1.1%	3%	-1%	-4%	-23%	0%	20%
9. CC(C)NC(=S)N/N=C/c1cccnc1
  -9%	?	4.1%	-8%	-6%	13%	-19%	-4%	-6%

New compounds follow.
Every second line gives: RGS4 inh	12-LOX inh	RXFP1 ag	TrxR1 substrate	Vif-A3G inh	Vif-A3F inh	USP1 inh	mIDH1 inhibitor	rTrxR1 inhibitor
16. O=C(Cn1cnc2c(nnn2-c2ccc(F)cc2)c1=O)NCC1CCCO1 (stereo not drawn)
  12%	13%	?	-1%	-2%	7%	-15%	6%	5%
17. COc1ccc(S(=O)(=O)N(C)C)cc1NCC(=O)Nc1ccc(Br)cc1F
  5%	0%	-1.0%	-6%	2%	-2%	-17%	3%	10%
18. CCN(C(=O)Cc1c(C(=O)O)n(C)c2ccccc12)c1cccc(C)c1
  -12%	34%[activator]	0.7%	6%	-4%	-3%	-16%	6%	15%
19. COc1ccccc1CCN1C(=S)NC(C)(C)CC1(C)O (stereo not drawn)
  -39%	?	3.7%	8%[57.1 µM]	-2%	-1%	-15%	-2%	-1%[57.1 µM]
20. CC(C)CCNC(=O)C(=O)Nc1c2c(nn1-c1ccc(Cl)cc1)CSC2
  21%	-7%	-0.1%	2%[57.1 µM]	8%	-3%	-15%	-25%	11%[57.1 µM]

Molecules shown so far that have a COOH group, in the order listed:
Every second line gives: RGS4 inh	12-LOX inh	RXFP1 ag	TrxR1 substrate	Vif-A3G inh	Vif-A3F inh	USP1 inh	mIDH1 inhibitor	rTrxR1 inhibitor
6. CC(=O)Nc1cc(NC(=O)CCCC(=O)O)ccc1Cl
  -4%[11.4 µM]	6%	-0.3%	14%[57.1 µM]	3%	2%	-23%	0%	-6%
18. CCN(C(=O)Cc1c(C(=O)O)n(C)c2ccccc12)c1cccc(C)c1
  -12%	34%[activator]	0.7%	6%	-4%	-3%	-16%	6%	15%

Not all compounds are listed; count on the stated rates, not on these rows.
